Source: PubChem (National Center for Advancing Translational Sciences (NCATS))
Rab9 promoter act: activates the Rab9 promoter; 320,000 compounds, 2.8% hits; Huh7 Rab9 promoter-luciferase reporter, luminescence, 24 h; AID 485297; Potency, µM (doses to about 9.22 µM), for the others: top-dose activation, negative = inhibition, hits mostly activators; further: potency means the concentration at half of the fitted maximal effect; % of control where 0% means no effect; nearly all actives have a fitted effect of over 60% in size
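Huh7 reporter line, Rab9 promoter upstream of luciferase. Compound exposure 24 h at 37 °C in reduced-serum medium with 10% FBS. Read-out: luminescence.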
p53 reactivator: restores transcriptional activity of mutant p53 | H1299 p53-A138V BP100-luciferase reporter, luminescence, 24 h | Potency, µM (top dose mostly 92.2 µM), for the others: top-dose activity change, positive = activation, usual class: activators | 320,000 compounds, 0.063% hits | AID 504706; further: potency means the concentration at half of the fitted maximal effect; % of control where 0% means no effect; nearly all actives have a fitted effect of over 45% in size
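H1299 (p53-null), stable ts p53-A138V + BP100-Luc; 1000 cells/well, Opti-MEM/10% FBS; cpd 4 pt, 1:5; 24 h, 37 deg C, 5% CO2; detection reagent 10 min RT; luminescence.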
VP16 counter: counter-screen for ROR gamma inhibitors: Gal4-VP16 reporter | Drosophila S2 Gal4-VP16 UAS-luciferase, luminescence, 20 h | 310,000 compounds, 3.5% hits | Potency, µM (doses to about 53.6 µM), inactives show top-dose activity, negative = inhibition, hits mostly inhibitors;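 further: Gal4-VP16 expression switched on by copper sulfate through the metallothionein promoter; potency means the concentration at half of the fitted maximal effect; on the % scale 0 is the no-effect control and ±100 the full control effect; nearly all actives have a fitted effect of over 50% in size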
ELG1 genotoxic: induces genotoxicity in HEK293T cells with luciferase-tagged ELG1. HEK293T ELG1-luciferase reporter, luminescence, 16 h. Potency, µM (titrated, usually from 46 µM), for the others: at the highest dose activity change, positive = activation, actives largely listed as activators. 330,000 compounds, 1.3% hits. AID 504466; further: potency means the concentration at half of the fitted maximal effect; % of control where 0% means no effect; nearly all actives have a fitted effect of over 60% in size
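Screening used a luciferase reporter fused to human ELG1 in HEK293T cells. Luminescence was read on a CCD plate imager after 16 hr exposure and 30 min ONE-Glo incubation.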
BRCA1 expr up: activators of BRCA1 expression; 380,000 compounds, 1.1% hits; MCF7-BRCA1-FFLuc reporter, luminescence, 48 h; response scale: scaled: vehicle 0%, 10 µM genistein 100%; Potency, µM (top dose mostly 46.1 µM), for the others: top-dose activation, hits mostly activators; further: potency means the concentration at half of the fitted maximal effect; nearly all actives have a fitted effect of over 80% in size; some results filed as inactive show a strong effect at the top dose
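Compounds are tested at multiple concentrations on MCF7 BRCA1-luciferase reporter cells seeded at 2000 per well; after 48 h, a single luminescence end-point is taken and curves fitted to the normalized data.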
ELG1 repair inh: ELG1-dependent DNA repair inhibition; 330,000 compounds, 2.3% hits; HEK293T ELG1-luciferase reporter, luminescence, 16 h; DNA damage induced by 5-fluorouridine; Potency, µM (titrated, usually from 46.1 µM), without a hit: at the highest dose activity change, negative = inhibition, hits mostly inhibitors; AID 504467; further: potency means the concentration at half of the fitted maximal effect; on the % scale 0 is the no-effect control and ±100 the full control effect; nearly all actives have a fitted effect of over 55% in size
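Step one: seed 2,000 cells per well. Step two: pin-transfer compound or DMSO alongside 5-fluorouridine. Step three: incubate 16 hr, 37 °C, 5% CO2. Step four: add ONE-Glo, wait 30 min, read luminescence.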
FLuc modulator: counter-screen for miR-21 project: firefly luciferase inhibitors or activators | 360,000 compounds, 6.9% hits | Potency, µM (top dose mostly 57.5 µM), for the others: top-dose activity change, negative = inhibition, actives largely listed as inhibitors | purified FLuc, Km substrates, luminescence inhibition | P08659;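 further: potency means the concentration at half of the fitted maximal effect; plate controls were vehicle for no effect and reference inhibitor for full effect; nearly all actives have a fitted effect of over 55% in size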
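Biochemical qHTS of compounds, final roughly 60 µM downward over six points, against 10 nM purified firefly luciferase using Km concentrations of substrates (10 uM D-luciferin, 10 uM ATP) in Tris acetate pH 7.5 buffer; luminescence output.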
NPC1 promoter act: NPC1 promoter activation | 320,000 compounds, 2.4% hits | Huh7 NPC1 promoter luciferase reporter, 24 h | Potency, µM (highest dose often 9.22 µM), inactives show top-dose activation, hits mostly activators;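 further: potency means the concentration at half of the fitted maximal effect; % of control where 0% means no effect; nearly all actives have a fitted effect of over 60% in size; reporter is driven by a mutant NPC1 promoter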
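Cells: Huh7 expressing luciferase under the NPC1 promoter, 1500/well. Seeded 2 h, compound added, incubated 24 h at 37 °C. Luciferase reagent, 10 min ambient, then luminescence.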
RORg inh: inhibitors of mouse ROR gamma transcriptional activity. P51450. Drosophila S2 Gal4-RORgamma UAS-luciferase reporter, 20 h. Potency, µM (series often up to 53.6 µM), without a hit: at the highest dose activity change, negative = inhibition, most hits filed as inhibitors. 310,000 compounds, 5.4% hits; further: potency means the concentration at half of the fitted maximal effect; on the % scale 0 is the no-effect control and ±100 the full control effect; nearly all actives have a fitted effect of over 60% in size
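Luciferase reporter read in Schneider cells carrying Gal4-RORγ (mouse) and UAS-Photinus luciferase; cells given compound 1 h before 700 uM copper sulfate induction, then incubated 20 h at ambient temperature.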
TRPV1 ag: human TRPV1 agonism; AID 540275; activation, % at 8.33 µM; Q8NER1; 320,000 compounds, 0.19% hits; TRPV1-expressing cells, Fluo-8 calcium influx, agonist mode; in the data active means activation above about 80%; inconclusive means between about 30% and that limit; further: 0% is about no effect
Target sequence (Q8NER1 whole entry, looked up): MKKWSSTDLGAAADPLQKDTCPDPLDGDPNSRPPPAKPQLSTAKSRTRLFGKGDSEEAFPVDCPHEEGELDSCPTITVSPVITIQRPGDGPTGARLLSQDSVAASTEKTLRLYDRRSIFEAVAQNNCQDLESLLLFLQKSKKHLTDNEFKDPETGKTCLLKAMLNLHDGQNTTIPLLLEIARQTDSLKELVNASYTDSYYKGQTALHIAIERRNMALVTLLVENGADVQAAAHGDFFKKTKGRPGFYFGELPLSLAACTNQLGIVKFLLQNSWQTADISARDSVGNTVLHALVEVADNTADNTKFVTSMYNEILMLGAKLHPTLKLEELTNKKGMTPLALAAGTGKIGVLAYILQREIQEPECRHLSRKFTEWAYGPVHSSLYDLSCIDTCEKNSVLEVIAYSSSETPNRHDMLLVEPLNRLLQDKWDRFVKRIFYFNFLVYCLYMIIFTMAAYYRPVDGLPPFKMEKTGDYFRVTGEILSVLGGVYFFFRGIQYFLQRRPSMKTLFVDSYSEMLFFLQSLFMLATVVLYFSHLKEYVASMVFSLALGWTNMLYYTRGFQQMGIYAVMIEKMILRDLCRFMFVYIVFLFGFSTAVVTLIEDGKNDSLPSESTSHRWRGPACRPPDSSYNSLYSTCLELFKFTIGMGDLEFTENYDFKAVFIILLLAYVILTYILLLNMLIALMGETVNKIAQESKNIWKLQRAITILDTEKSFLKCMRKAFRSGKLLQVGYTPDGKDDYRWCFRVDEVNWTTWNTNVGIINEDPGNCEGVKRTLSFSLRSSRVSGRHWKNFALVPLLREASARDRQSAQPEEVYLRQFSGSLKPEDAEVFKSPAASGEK
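Cells expressing TRPV1 were dye-loaded with Fluo-8 and read kinetically: 10 s baseline, 3 min after compound (agonist portion), then 2 min after EC20 capsaicin (allosteric enhancer portion). Calcium-bound dye fluorescence at 480/520 nm.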
Tb PFK block: blocks T. brucei phosphofructokinase | Potency, µM (highest dose often 57.5 µM), for inactives: top-dose activity, negative = inhibition, actives largely listed as inhibitors | T. brucei PFK, ADP-Glo luminescence | 330,000 compounds, 0.17% hits | AID 485367 | O15648;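 further: potency means the concentration at half of the fitted maximal effect; 0% = uninhibited 1x PFK enzyme wells and -100% = no-enzyme wells; nearly all actives have a fitted effect of over 60% in size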
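PFK 1.25 nM, F6P 0.5 mM, ATP 0.1 mM, 0.1 M TEA pH 8.0, 5 mM MgCl2, 0.01% Tween20, 0.1% BSA; 45 min RT. ADP-Glo readout. qHTS titration up to 57 uM; curves fitted, compounds curve-classed.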
Active calls of the source: *; ? = inconclusive; / = not tested or not shown; [ ] = remark or other dose. Unless noted, the call rests on the fitted dose curve; in most records, active means well fitted curve in the direction sought with a large enough effect; inconclusive means small, poorly fitted or top-dose-only effect, or another doubt; inactive means no such curve, though single readings can be large; an effect the other way counts as inactive or inconclusive. An unsorted share of the library (roughly 15% active in at least one column).

SMILES | Rab9 promoter act | p53 reactivator | VP16 counter | ELG1 genotoxic | BRCA1 expr up | ELG1 repair inh | FLuc modulator | NPC1 promoter act | RORg inh | TRPV1 ag | Tb PFK block
CC(C)C(=O)Nc1ccc(C(=O)Nc2nnc(C(C)C)s2)cc1 | ? | 6.8% | 2.0% | 12.1% | ? | ? | ? | 23.3% | 7.6% | 1.5 | 8.5%
COc1ccccc1NCc1nnc(-c2ccccc2)o1 | 27.6% | -4.8% | 5.9% | 14.6% | 79.3% | 0.0% | ? | 27.7% | 9.0% | -0.1 | 0.8%
CNC(=O)CN(C1CCCCC1)S(=O)(=O)c1ccc(F)cc1 | 1.6% | 2.7% | 4.7% | -0.4% | 3.6% | 4.6% | 3.3% | 5.3% | -15.3% | 0.0 | -10.4%
Cc1ccc(N2C(=O)N3[C@H](c4ccc(F)cc4)[C@@H]4C(=O)N(C5CCCCC5)C(=O)[C@@H]4[C@]3(Cc3ccccc3)C2=O)cc1 | -1.3% | 10.7% | -5.8% | 1.9% | -16.5% | 0.7% | 1.7% | -4.5% | 18.7% | -0.1 | 2.2%
CC(=O)c1ccc(Oc2nc(-c3cccnc3)nc3ccccc23)cc1 | -33.8%[inhibitor] | 17.1% | 5.5% | -9.4% | -16.4% | ? | 1.2% | -8.9% | 0.2% | 5.2 | 0.7%
Cc1cccc(N2CCN(c3ccc(NC(=O)/C=C\C(=O)O)cc3)CC2)c1 | -0.3% | 1.7% | -7.0% | -0.3% | -9.8% | 20.9% | ? | -3.6% | 8.4% | 0.3 | -23.3%
CCOC(OCC)c1cc2ccccc2cn1 | / | 7.1% | / | 3.9% | 1.1% | ? | / | / | / | / | 10.3%
NC(=O)C1CCN(C(=O)COc2ccc3ccccc3c2Br)CC1 | 0.5% | -15.4% | ? | -4.4% | -38.4% | 18.2% | -19.0% | -0.7% | 1.78µM* | ? | -3.2%
COc1ccc(Nc2ccc([N+](=O)[O-])cc2[N+](=O)[O-])cc1 | -1.9% | 6.3% | 1.7% | -4.4% | 10.7% | -9.3% | 1.4% | -3.4% | 18.2% | -0.7 | -0.3%
Cc1ccccc1NS(=O)(=O)c1cc(C(=O)NCc2ccco2)ccc1C | 1.0% | -7.1% | 0.8% | -1.4% | -17.6% | 1.2% | -2.2% | -1.7% | 4.1% | -3.1 | -0.1%
O=C(CN1C(=O)/C(=C/c2ccccc2F)Sc2ccccc21)NCCCN1CCOCC1 | -4.5% | 2.8% | -6.9% | -5.2% | -1.6% | -7.5% | -10.6% | -4.1% | -20.6% | -1.9 | -1.6%
CSCCC1Nc2ccc(S(=O)(=O)N3CCOCC3)cc2NC1=O (configuration not stated) | -0.3% | 0.2% | -7.4% | -4.7% | -1.3% | -13.2% | -0.8% | -6.2% | 11.8% | 2.8 | 1.3%
CC(=O)c1c(-c2ccccc2)c2ccccc2[nH]c1=O | -5.8% | -3.9% | -12.5% | -2.1% | -16.8% | 4.9% | 3.6% | -10.8% | 26.9% | 0.3 | -0.2%
Cn1cc(S(=O)(=O)N2CCN(c3ccc(F)cc3)CC2)c(=O)n(C)c1=O | 0.1% | 6.7% | 4.3% | -13.3% | -1.7% | 16.1% | 5.2% | -4.8% | -3.4% | 1.7 | 0.5%
CCOC(=O)Cc1csc(NC(NC(=O)CC)(C(F)(F)F)C(F)(F)F)n1 | 14.4% | -4.6% | -1.5% | -5.4% | -1.1% | 11.6% | 1.4% | 6.1% | -11.2% | 6.5 | 1.7%
CCOc1ccccc1NS(=O)(=O)c1cc2c3c(c1)CC(=O)N3CCC2 | -0.8% | -4.3% | -1.1% | -2.3% | -2.6% | -0.1% | 0.0% | 1.2% | 9.2% | 1.0 | -0.3%
COC(=O)c1ccccc1OC(=O)c1cccnc1 | -4.1% | 2.4% | -0.1% | 1.5% | 3.3% | 17.9% | 0.3% | -0.2% | 0.8% | 0.8 | 2.2%
Cc1noc(C)c1NC(=O)Nc1ccc2c(c1)C(=O)N([C@H](C)CO)C[C@H](C)[C@@H](CN(C)S(=O)(=O)c1cccs1)O2 | / | 3.4% | / | 0.7% | 12.1% | ? | / | / | / | / | 0.9%
O=C(CSc1nnc(-c2ccccc2)c2ccccc12)NCC1CCCO1 (configuration not stated) | -2.5% | 16.6% | -4.5% | -1.4% | / | 22.8% | -4.6% | -5.9% | ? | -3.3 | -3.0%
Cc1nn(C)c(C)c1S(=O)(=O)N1CCC(C(=O)NC2CCCCC2)CC1 | -5.4% | -10.4% | 1.0% | -1.5% | -10.9% | 2.6% | 4.2% | -3.8% | 4.4% | -3.1 | 3.1%
O=C(c1ccccc1)c1cc2c(cc1[N+](=O)[O-])OCCO2 | 3.0% | 28.4% | 18.7% | 2.0% | 51.4% | 14.0% | -11.9% | -3.0% | 12.6% | 6.4 | -5.0%
COc1ccccc1CNC(=O)COC(=O)C1CCN(c2ccc(C(F)(F)F)cn2)CC1 | 1.9% | 1.7% | / | -0.3% | 22.6% | -2.0% | 6.8% | 2.0% | / | 25.2 | 2.5%
C/C(=N\NC(=O)c1ccncc1)c1cccs1 | 6.5% | 23.1% | 29.1%[10 µM] | ? | 43.8% | ? | -18.4% | 18.5% | ? | 3.8 | -8.4%
COCCNC(=O)c1onc(CSc2cccc(OC)c2)c1C(=O)O | -2.5% | -8.1% | -8.0% | 4.4% | -4.0% | -12.6% | -12.5% | -1.0% | -18.9% | -3.2 | 2.3%
Cc1ccc(CNc2ccc(N3CCOCC3)c(C(=O)O)c2)s1 | ? | 8.0% | 2.4% | -0.4% | -10.5% | 8.3% | -2.2% | 2.3% | -1.0% | 1.2 | -0.1%
O=C(Nc1ccccc1N1CCCC1)C1CCN(C(=O)c2ccc(Cl)cc2)CC1 | 1.3% | 4.5% | / | -7.2% | -22.2% | -17.2% | -1.8% | -4.4% | / | 4.8 | 12.5%
N#Cc1nc(-c2ccco2)oc1N1CCC(Cc2ccccc2)CC1 | -4.4% | 3.9% | -0.4% | 1.0% | -29.0% | 0.3% | 3.8% | -0.7% | 10.3% | 10.1 | 0.2%
N#CCSc1nnc(C2CCCCC2)n1-c1ccccc1 | 13.5% | 3.8% | 1.0% | -0.6% | 15.7% | 8.5% | 1.5% | 0.1% | -4.0% | 1.3 | -1.8%
O=c1cc(CO)occ1OCc1cccc(F)c1 | 9.5% | 10.3% | -5.5% | -1.0% | 27.1% | 17.4% | -1.2% | 8.0% | 15.5% | 2.6 | 2.6%
CCC(C)[C@H](NC(=O)N1CCn2c1nc1ccccc12)C(=O)NCCc1ccc(OC)c(OC)c1 (some centres not stated) | -2.2% | -15.2% | -19.2% | -4.7% | -7.0% | -5.3% | 1.5% | -2.6% | 12.0% | -2.2 | -4.0%
CC1(C)CC(=O)C=C(Nc2ccccc2C#N)C1 | -4.5% | 14.8% | -15.7% | 0.2% | 1.4% | 1.0% | -0.1% | -0.1% | -4.8% | 4.5 | -1.1%
CCc1ccccc1N1C(=O)C(Cl)=C(N2CCOCC2)C1=O | 0.9% | 5.5% | -6.9% | -4.6% | -2.9% | -3.0% | 1.0% | -2.6% | -1.2% | 4.9 | -4.3%
Cc1ccccc1C(=O)Nc1ccccc1Sc1ccccc1 | -0.5% | 5.5% | -12.2% | 1.9% | -14.5% | -0.9% | 2.5% | -3.3% | ? | 6.0 | -5.9%
Cc1ccc2c(c1)c(=O)c(Br)c(C)n2Cc1ccccc1 | -7.1% | 9.5% | 2.6% | 3.2% | -3.0% | 0.5% | 1.5% | 0.4% | -5.1% | 12.1 | -1.5%
COCCn1c(=S)[nH]c2cc(C(=O)N3CCc4ccccc4C3)ccc2c1=O | -2.6% | -1.9% | -5.2% | -0.9% | -12.6% | 0.0% | 2.0% | -2.3% | ? | -3.4 | -0.8%
CCCc1nnc(-c2ccc(OC)cc2)o1 | 16.5% | ? | -7.1% | 16.0% | 34.8% | ? | ? | 15.8% | 4.8% | 9.6 | -0.7%
C/C(=N\NC(=O)c1ccccn1)C12CC3CC(CC(C3)C1)C2 | ? | 7.4% | 18.7% | 10.4% | ? | ? | 15.1µM* | 28.7% | ? | 29.1 | -0.4%
CC(NC(=O)c1cccc(Cn2cc([N+](=O)[O-])cn2)c1)c1ccc(C(C)(C)C)cc1 (configuration not stated) | 1.5% | 1.4% | -2.7% | -11.3% | -28.4% | ? | 4.7% | -0.4% | 30.3% | -0.5 | 3.0%
